Screens (PubChem)
QS inhibitor: blocks AIP-induced quorum sensing reporter in S. aureus; S. aureus RN6390 RNAIII-GFP reporter, flow cytometry 3 h; inhibition, % at 2 µM; 24,000 compounds, 0.3% hits; AID 527;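 active means share of bacteria positive for the green fluorescent reporter and its mean brightness both inhibited by 50% or more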;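 further: 0% = AIP-stimulated control and 100% = unstimulated bacteria without AIP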
QS inhibitor GFP MFI %: recorded beside QS inhibitor, whose call it bears; inhibition, %; measured here: inhibition of GFP MFI
* hit, by the source's call. A portion of the library. The share of hits here may be higher or lower than overall.

SMILES | QS inhibitor | QS inhibitor GFP MFI %
O=C(CCN1C(=O)C2C3C=CC(C3)C2C1=O)Nc1ccccc1F (stereo unspecified) | 2 | 14
N#CC1=C(N)N(c2ccccc2)C2=C(C(=O)CCC2)C1c1cccs1 (stereo unspecified) | 0 | -31
CC(C)Cc1cc(C(=O)Nc2ccc3c(c2)OCO3)no1 | 12 | 26
COc1cccc(-n2c(Cc3cc(=O)[nH]c(=O)[nH]3)nnc2SCC(=O)N2CCCCC2)c1 | -1 | -6
CCOC(=O)C1=C(C)N=C2SC(C)C(=O)N2C1c1ccc(OCC)c(OCC)c1 (stereo unspecified) | 2 | 4
CC(C)(C)OC(=O)N1CCC(c2c(C(=O)O)cnn2-c2ccc(Cl)cc2)CC1 | 2 | 31
Cc1csc(NC(=O)NC2(C(F)(F)F)Oc3ccccc3O2)n1 | 1 | 11
O=C(NC1CC1)c1cc2c(s1)-c1ccccc1OC2 | -8 | -10
Cc1cccc(-c2nnc(NC(=O)c3ccc(Cl)cc3)o2)c1 | 6 | 32
COc1cc(CN2CCC(C(=O)NC3CCCC3)CC2)ccc1O | 0 | 11
COc1ccccc1CNC(=O)C1CCN(S(=O)(=O)N2CC(C)CC(C)C2)CC1 (stereo unspecified) | 8 | 17
Cc1cc(C(=O)N2CCN(C(c3ccccc3)c3ccccc3)CC2)no1 | -1 | -9
O=C(Cn1cc2c(n1)CCCCC2)NC1CCCCCC1 | 0 | 7
Cc1cccn2c(=O)c3cc(C(=O)NCC4CCCO4)n(C)c3nc12 (stereo unspecified) | -6 | -16
COc1ccc(-c2cc(C(=O)N3CCN(C(c4ccccc4)c4ccccc4)CC3)no2)cc1OC | -2 | -17
CC(C)COC(=O)n1ccc(C(=O)N2CCCCC2)n1 | 0 | 6
CCOC(=O)CC(=O)CSc1nc2ccccc2c(=O)n1-c1ccc(C(=O)N2CCOCC2)cc1 | -5 | -13
CCN(CC)c1ccc(C2CC(=O)Nc3cc(OC)c(OC)cc32)cc1 (stereo unspecified) | -3 | -5
O=C(COC(=O)CCC1CCCC1)Nc1ccc(Cl)cn1 | -8 | -25
CCc1c(C)nc2ncnn2c1NCCc1ccc(OC)c(OC)c1 | 0 | 2
COc1cc(C2N(c3ccc(F)cc3)C(=O)C3CCCN32)cc(OC)c1OC (stereo unspecified) | 5 | 15
CCOc1ccccc1C1NC(=O)NC(C)=C1C(=O)OC1CCCC1C (stereo unspecified) | 2 | 12
CCN(CCCNC(=O)Cn1cc2c(n1)CCCC2)c1cccc(C)c1 | 2 | 17
Cc1ccc(-n2ncc3c(=O)n(CC#N)cnc32)cc1C | -1 | -25
CCOC(=O)c1cnc2nc(C)[nH]n2c1=O | -1 | -3
COc1ccc(N(CC(=O)N2CCN(Cc3ccc4c(c3)OCO4)CC2)S(C)(=O)=O)cc1OC | -3 | -20
Cn1c(Cn2c(=O)sc3ccccc32)nnc1SCC(=O)NC1CCCCC1 | 0 | 2
CCOc1cc2[nH]c(=S)n(CC3CCCO3)c(=O)c2cc1OCC (stereo unspecified) | -1 | -9
CN(c1ccccc1)c1nc(N2CCCC2)nc(-n2ccnc2)n1 | 10 | 29
c1ccc(CNC2=NCCC2)nc1 | 0 | 17

Going on with the list:
SMILES | QS inhibitor | QS inhibitor GFP MFI %
CNS(=O)(=O)c1cccc(C(=O)OCC(=O)c2cc(C)n(-c3ccc4c(c3)OCO4)c2C)c1 | -2 | 0
CC(Oc1ccc(Cl)cc1Cl)c1nc(-c2ccc(NC(=O)c3cccnc3)cc2)no1 (stereo unspecified) | 5 | 14
COc1ccc(N2CC(C(=O)NC3CC(C)(C)NC(C)(C)C3)CC2=O)cc1 (stereo unspecified) | 1 | 7
COC(=O)c1sc(Nc2ccccc2)nc1C | 21 | 46
O=S(=O)(NCC(c1cccnc1)N1CCN(c2ccccc2)CC1)c1cc(F)ccc1F (stereo unspecified) | -2 | -4
CCOC(=O)C1CCN(c2c(NCc3ccc(C(=O)NCCOC)cc3)c(=O)c2=O)CC1 | 2 | 5
CCOC(=O)c1ccc(NC(=O)CC2SC(=NC)N(C)C2=O)cc1 (stereo unspecified) | 2 | 12
COc1cc2c(c(OC)c1)C(c1cccc(OC)c1OC)CC(=O)N2 (stereo unspecified) | -6 | -26
O=C(Nc1ccc2c(c1)OCCO2)C(c1ccc(F)cc1)N1CCCCC1 (stereo unspecified) | 0 | 4
CC1CCN(CCC(=O)N2CCCc3c2c(=O)oc2ccc(O)cc32)CC1 | -3 | -105
CCOc1ccccc1Nc1nnc(SCC(=O)N2CCCC2)s1 | -2 | -4
COC(=O)c1cn(C(=O)c2ccc(Br)o2)c2ccccc12 | 0 | 4
O=C(c1ccc(S(=O)(=O)N2CCOCC2)cc1)N1CCc2ccccc2C1 | 0 | -1
N#Cc1ccccc1NC(=O)CSc1nnc(-c2ccccc2)n1-c1ccccc1 | 1 | 5
Cc1c(C(=O)OC2CCCCC2)[nH]c2c1C(=O)CC(C)(C)C2 | 2 | -4
CC(CCc1ccccc1)NC(=O)c1nnc(Cc2ccc(F)cc2)o1 (stereo unspecified) | 2 | 54
CC1(C)Cc2c(c(N3CCOCC3)nc3sc(C(=O)N4CCCCC4)c(N)c23)CO1 | 0 | -1
Cc1ccccc1CS(=O)(=O)Cc1ccc(C(=O)NCc2cccnc2)o1 | -4 | -8
COc1ccc(CCNC(=O)C2CCN(S(=O)(=O)N3CCOCC3)CC2)cc1OC | -2 | -4
CCN(CC)S(=O)(=O)c1cccc(-c2nnc(SCC(N)=O)n2CCc2ccccc2)c1 | -4 | -36
CC1CN(C(=O)CSc2nnc(-c3ccncc3)n2-c2ccccc2)CC(C)O1 (stereo unspecified) | 0 | 6
COc1cc2c(cc1OC)C(C(=O)NCCN1CCOCC1)C1c3ccccc3CCN1C2=O (stereo unspecified) | -2 | 2
CN(CC(=O)N1CCN(C2CCCCC2)CC1)S(=O)(=O)c1cccc2nsnc12 | -2 | -12
Cc1cccc(NC(=O)c2sc3nc(-c4ccccc4)cn3c2C)n1 | 13 | 43
COc1cccc(C2NC(CCSC)(C(=O)O)C3C(=O)N(C(C)C)C(=O)C23)c1O (stereo unspecified) | -1 | -6
O=C(c1cccc(F)c1)N1CCN(C(=O)C2CC2)CC1 | -7 | -9
COc1ccc(Cl)cc1-c1nc(-c2ccc(Br)o2)no1 | -5 | -10
O=C(c1ccco1)N1CCN(C(=O)c2oc(=O)c3ccccc3c2-c2ccccc2)CC1 | 5 | 12
CCN1CCN(C(c2cccs2)C(C)NS(=O)(=O)c2ccc(Br)cc2)CC1 (stereo unspecified) | -4 | -18
COc1ccc(/C=N/n2cnnc2SCc2ccc(OC)cc2)cc1 | 0 | 7

One compound at a time, from the list above.
COc1ccc(/C=N/n2cnnc2SCc2ccc(OC)cc2)cc1 is entered as QS inhibitor: 0; QS inhibitor GFP MFI %: 7
COc1cc2c(c(OC)c1)C(c1cccc(OC)c1OC)CC(=O)N2 (stereo unspecified) is entered as QS inhibitor: -6; QS inhibitor GFP MFI %: -26

Among those listed so far, 5 contain a Cl atom.
SMILES | QS inhibitor | QS inhibitor GFP MFI %
CC(C)(C)OC(=O)N1CCC(c2c(C(=O)O)cnn2-c2ccc(Cl)cc2)CC1 | 2 | 31
Cc1cccc(-c2nnc(NC(=O)c3ccc(Cl)cc3)o2)c1 | 6 | 32
O=C(COC(=O)CCC1CCCC1)Nc1ccc(Cl)cn1 | -8 | -25
CC(Oc1ccc(Cl)cc1Cl)c1nc(-c2ccc(NC(=O)c3cccnc3)cc2)no1 (stereo unspecified) | 5 | 14
COc1ccc(Cl)cc1-c1nc(-c2ccc(Br)o2)no1 | -5 | -10

Other results:
SMILES | QS inhibitor | QS inhibitor GFP MFI %
O=C(c1nn2c(C(F)(F)F)cc(-c3ccco3)nc2c1Br)N1CCCc2ccccc21 | 13 | 19
Cc1ccc(-n2nc3c(c2NC(=O)c2c(-c4ccccc4Cl)noc2C)CS(=O)(=O)C3)c(C)c1 | 0 | -3
COc1cccc(-c2nnc(SCC(=O)N3CC(C)CC(C)C3)o2)c1 (stereo unspecified) | -6 | -7
NS(=O)(=O)c1ccc(CCNC(=O)C2CCCN2C(=O)OCc2ccccc2)cc1 (stereo unspecified) | -9 | -10
O=c1c(-c2ccc(F)cc2)coc2c3c(ccc12)OCCO3 | 2 | 35
CCOc1ccc(NC(=O)N2CCC(n3c(=O)[nH]c4ccccc43)CC2)cc1 | 1 | 16
O=C(CSc1nccn1-c1ccccc1)N1CCc2ccccc21 | 1 | 3
Cc1ccc(-c2noc(CN(C(=O)c3cccc(Br)c3)C(C)C)n2)cc1 | 2 | 29
CCOC(=O)c1c(C)n(OCc2ccccc2)c2ccc3c(no[n+]3[O-])c12 | -2 | -17
Cc1nc2ccc(N3C(=O)CCC3=O)cc2[nH]1 | -2 | -4
CCCN1Cc2cccc(C(=O)Nc3ccc(CN4CCCC4)cc3)c2C1=O | -9 | -25
Cc1ccc(C2c3sc(=O)[nH]c3SC3C(=O)NC(=O)C32)cc1 (stereo unspecified) | 0 | 5
COc1ccc(C(=O)NC(C)c2nc3ccccc3[nH]2)cc1OC (stereo unspecified) | 1 | 6
Cc1ccc(C)c2[nH]c(=O)c(CN(CCN3CCCC3)C(=O)Nc3ccc(F)cc3)cc12 | 39 | 53
CCOc1cc(-c2nc3ccccn3c2NCC2CCCO2)ccc1O (stereo unspecified) | 0 | 67
CC(=O)N1C(C(=O)O)CSC1c1ccc(C)cc1 (stereo unspecified) | 0 | 4
COc1cccc(N2CCN(CC(=O)Nc3nnc(-c4ccccc4)s3)CC2)c1 | 2 | 7
CCOc1ccc(OCC)c(NC(=O)C2CCCN2S(=O)(=O)c2cccc3cccnc23)c1 (stereo unspecified) | -7 | -6
O=C(CCSc1nnc(-c2ccncc2)o1)Nc1ccccc1 | 4 | 9
Cc1ccc(S(=O)(=O)c2c(C)nn(C(C)(C)C)c2OC(=O)c2ccco2)cc1 | -19 | -44
COc1ccc(-c2nsc(SCC(=O)Nc3cc(C)on3)n2)cc1 | -3 | -12
CCOC(=O)N1CCC(Nc2ncnc3c2cnn3-c2ccc(C)cc2C)CC1 | 0 | 8
O=C1C(=O)N(CCO)C(c2ccccc2)/C1=C(\O)c1ccccc1 (stereo unspecified) | -1 | -8
Cc1ccccc1S(=O)(=O)Cc1ccc(C(=O)NCCCOC(C)C)o1 | -4 | -26
COc1cc2c(cc1NC(=O)COC(=O)Cn1cnc3ccccc31)oc1ccccc12 | -2 | -3
O=C(NC1CCCCC1)C(c1ccco1)N(Cc1cccnc1)C(=O)C1COc2ccccc2O1 (stereo unspecified) | 0 | 1
COc1ccc(-c2nnc(SCC(=O)Nc3ccc(Cl)cc3)n2C)cc1 | 0 | -13
COC(=O)c1ccccc1N1C(=O)C2C(C1=O)C1C=CC2C12CC2 (stereo unspecified) | 14 | 29
CCOC(=O)C1CCN(C(C(=O)NC2CCCCC2)c2ccc(OC)cc2)CC1 (stereo unspecified) | 9 | 45
CSc1nnc2c(n1)OC(c1ccc(C(=O)O)cc1)N(C(C)=O)c1ccccc1-2 (stereo unspecified) | -6 | -15

(cont.)
compound | QS inhibitor | QS inhibitor GFP MFI %
COC(=O)CSc1nnc(-c2ccncc2)o1 | 0 | 6
Cc1cccc(-n2c(=O)[nH]c3c(C(N)=O)nc(C(C)C)nc32)c1 | -3 | -4
O=C1CN(CC(=O)N2CCCCC2)c2ccccc2O1 | 3 | 8
O=C(O)CCC(=O)N1CCc2cc(S(=O)(=O)N3CCC(Cc4ccccc4)CC3)ccc21 | 0 | -6
O=C(NC1CC1)c1ccc(S(=O)(=O)NCC2CCCCC2)cc1 | 0 | 9
Cc1ccc(N2CC(C(=O)NC3=NCCS3)CC2=O)cc1C (stereo unspecified) | -3 | -15
CCOc1ccc(-c2nnc3ccc(SCC(=O)NCc4ccco4)nn23)cc1 | -2 | -3
O=c1c2cc(N3CCOCC3)ccc2[nH]c(=S)n1CCCN1CCCC1 | 1 | 0
CCOC(=O)c1[nH]c(CSc2nnc(-c3ccc(OC)cc3)o2)c(C(=O)OCC)c1C | 18 | 49
COc1ccc(-c2cc(C(=O)Nc3c(C)nn(Cc4ccccc4Cl)c3C)no2)cc1 | -1 | -13
CCN1CCN(C(=O)c2cc3c(=O)n(C)c4ccccc4c3n2C)CC1 | 0 | 4
CCn1c2ccccc2c2nnc(SCc3ccccc3)nc21 | 33 | 42
COc1ccc2nc(SCC(=O)Nc3ccc4c(c3)OCCO4)[nH]c2c1 | -1 | -2
Cc1ccc(-c2cc(C(=O)N3CCCC3)no2)cc1 | 6 | 21
O=C1NC(=O)C2(CCC(C(=O)O)C2)N1 (stereo unspecified) | -2 | 3
O=C(O)CCNC(=O)c1ccccc1 | -2 | -2
COc1ccc(OC)c(CNC(=O)C2CCN(S(=O)(=O)N3CCCC3)CC2)c1 | 1 | 30
Cc1c(NC(=O)c2coc(=O)c(Br)c2)c(=O)n(-c2ccccc2)n1C | -2 | -2
CCOC(=O)c1cc2c(=O)n3ccccc3nc2n(CCCOC)c1=NC(=O)c1cccnc1 | 7 | 6
CCN(CC)c1ccc(NC(=O)c2ccc(NC(=O)C3CCCO3)cc2)c(C)c1 (stereo unspecified) | 1 | -1
O=C(Nc1ccccc1N1CCOCC1)c1ccc2ccccc2n1 | 0 | -9
Fc1ccc(-c2nnc3ccc(N4CCc5ccccc5C4)nn23)cc1 | 69* | 62*
O=C(O)C1C2C=CC(C2)C1C(=O)NCc1ccoc1 (stereo unspecified) | -6 | -12
O=C(C1CC(=O)N(C2CCCC2)C1)N1CCC(Cc2ccccc2)CC1 (stereo unspecified) | -5 | -19
CCCN1C2=NCCN2c2cc(C)c(C)cc21 | -2 | 2

More results.
compound | QS inhibitor | QS inhibitor GFP MFI %
CCCc1cc(=O)n2[nH]c(-c3ccc(Br)cc3)cc2n1 | -3 | -32
Cc1noc(/C=C/N(C)C)c1S(=O)(=O)N1CCN(c2ccccc2)CC1 | -3 | -2
CCC(=O)N1CCc2cc(S(=O)(=O)NCCC(=O)N3CCN(Cc4ccccc4)CC3)ccc21 | -5 | -22
Cc1cccc(NC(=O)CN(C)S(=O)(=O)c2cccc3cccnc23)c1 | -2 | -10
O=c1cc(CSc2nnc(COc3ccc(Cl)cc3)o2)c2ccccc2[nH]1 | 1 | 16

A second format for some results above:
Under each structure – QS inhibitor	QS inhibitor GFP MFI %
> Cc1cccc(NC(=O)CN(C)S(=O)(=O)c2cccc3cccnc23)c1
  -2	-10
> O=c1cc(CSc2nnc(COc3ccc(Cl)cc3)o2)c2ccccc2[nH]1
  1	16
